GAA spleen mod = qHTS Assay for Inhibitors and Activators of Human alpha-Glucosidase From Spleen Homogenate; Potency, µM (highest dose often 79.9 µM), for the others: at the highest dose activity change, negative = inhibition, actives largely listed as inhibitors; Lysosomal alpha-glucosidase (Homo sapiens), P10253; human spleen homogenate, 4-MU-alpha-glucoside fluorescence; 240,000 tested, 0.006% active;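 note: 0% = enzyme with vehicle and -100% = no enzyme basal signal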
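Human spleen homogenate (1 ug) with 4-methylumbelliferyl-alpha-D-glucopyranoside (1 mM final) in 50 mM citrate/phosphate pH 5.0, 0.01% Tween-20; 40 min at 37 C. Stopped at pH 10; 4-MU fluorescence Ex 365/Em 440 nm; AC50 by Hill fit.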
NPSR antagonist = qHTS Assay for Antagonists of the Neuropeptide S Receptor: cAMP Signal Transduction; Q6W5P4; CHO-NPSR cells, cAMP TR-FRET, antagonist mode; Potency, µM (doses to about 38.3 µM), for the others: top-dose activity change, negative = inhibition, hits mostly inhibitors; 220,000 tested, 1% active; note: % is set by controls: 0 for no effect and ±100 for the full control effect; nearly all actives have a fitted effect of over 50% in size; many of its hits are not listed in these tables
Target sequence (Q6W5P4 whole entry, looked up): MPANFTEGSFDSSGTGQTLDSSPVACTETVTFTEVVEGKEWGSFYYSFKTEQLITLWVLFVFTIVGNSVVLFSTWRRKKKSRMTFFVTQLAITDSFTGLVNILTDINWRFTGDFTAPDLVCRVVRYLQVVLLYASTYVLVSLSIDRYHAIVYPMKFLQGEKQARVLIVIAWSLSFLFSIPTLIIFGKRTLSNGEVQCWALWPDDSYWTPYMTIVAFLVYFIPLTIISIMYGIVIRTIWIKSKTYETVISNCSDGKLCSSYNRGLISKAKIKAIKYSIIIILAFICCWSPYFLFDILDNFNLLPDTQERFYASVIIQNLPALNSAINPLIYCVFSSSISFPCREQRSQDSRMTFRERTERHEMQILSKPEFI
GAA inh = qHTS Assay for Inhibitors of Human alpha-Glucosidase as a Potential Chaperone Treatment of Pompe Disease. Potency, µM (doses to about 76.9 µM), for the others: at the top dose activity change, negative = inhibition, most hits filed as inhibitors. 200,000 tested, 0.005% active. Lysosomal alpha-glucosidase (Homo sapiens), P10253. purified human GAA, 4-MU-alpha-glucoside fluorescence;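 note: plate controls were uninhibited enzyme wells for no effect and no-enzyme background for full effect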
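Read-out is 4-methylumbelliferone fluorescence (Ex 365/Em 440 nm) after NaOH/glycine stop at pH 10. Enzyme 4 nM, substrate 400 uM, pH 5.0 citrate buffer, 20 min room temperature; AC50 from Hill-equation concentration-response.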
Epigenetic derep = Quantitative High-Throughput Screen for Regulators of Epigenetic Control; 280,000 tested, 0.2% active; AID 1865, 2009; Potency, µM (highest dose often 53.9 µM), for the others: top-dose GFP activation, most hits filed as activators; murine LDR cells, GFP reporter derepression, 30 h; note: % of control where 0% means no effect; nearly all actives have a fitted effect of over 60% in size
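Reporter derepression read as number of fluorescent GFP-positive objects, 20-120 um in size, counted by laser-scanning cytometer. Mouse LDR line with an epigenetically silenced CMV-GFP locus; compound incubation 30 h, 37 C.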
GLA spleen mod = qHTS Assay for Inhibitors and Activators of Human alpha-Galactosidase From Spleen Homogenate; human spleen homogenate, 4MU-alpha-Gal fluorescence, 40 min; Potency, µM (doses to about 80 µM), for the others: at the top dose activity change, negative = inhibition, usual class: inhibitors; 240,000 tested, 0.008% active; AID 2107, 2009;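 note: 0% = enzyme with vehicle and -100% = no enzyme basal signal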
Target sequence (P06280 32-429 limits assumed): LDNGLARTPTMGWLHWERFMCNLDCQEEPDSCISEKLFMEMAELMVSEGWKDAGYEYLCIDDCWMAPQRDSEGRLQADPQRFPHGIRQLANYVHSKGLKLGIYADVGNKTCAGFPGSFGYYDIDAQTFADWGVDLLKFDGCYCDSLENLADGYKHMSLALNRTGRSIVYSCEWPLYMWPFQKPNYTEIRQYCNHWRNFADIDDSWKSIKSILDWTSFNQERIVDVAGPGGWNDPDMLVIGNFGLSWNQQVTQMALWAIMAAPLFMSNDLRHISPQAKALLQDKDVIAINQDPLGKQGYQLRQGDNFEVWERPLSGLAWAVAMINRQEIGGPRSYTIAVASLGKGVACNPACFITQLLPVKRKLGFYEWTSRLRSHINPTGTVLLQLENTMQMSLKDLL
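Spleen homogenate 1 ug + cpd (titration) + 4-MU-alpha-D-galactopyranoside 1 mM; 37C 40 min; 50 mM citrate/phosphate pH 5.0, 0.01% Tween-20; stop pH 10; fluorescence 365/440; AC50 via Hill.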
GAA glycogen = qHTS Assay for Inhibitors and Activators of Human alpha-Glucosidase Cleavage of Glycogen | Lysosomal alpha-glucosidase (Homo sapiens), P10253 | recombinant GAA, glycogen substrate, Amplex Red glucose oxidase fluorescence | Potency, µM (titrated, usually from 76.4 µM), for the others: at the highest dose activity change, negative = inhibition, most hits filed as inhibitors | 300,000 tested, 0.38% active;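 note: 0% = full enzyme reaction and -100% = no-enzyme basal signal; the screen sought inhibitors and activators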
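Natural-substrate format: glycogen cleavage by 4 nM human enzyme, glucose read by Amplex Red coupling (Ex 573, Em 610 nm). Normalized to enzyme and no-enzyme controls.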
Tau fluor counter = Counterscreen qHTS for Inhibitors of Tau Fibril Formation, Fluorescence Polarization; tau K18 P301L Alexa594 fluorescence, heparin fibrillization; Potency, µM (titrated, usually from 57.7 µM), inactives show at the highest dose activity change, negative = decrease; 280,000 tested, 0.93% active; note: % is set by controls: 0 for no effect and ±100 for the full control effect; nearly all actives have a fitted effect of over 55% in size
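Human tau K18 P301L (15 uM unlabeled, 0.24 uM Alexa 594-labeled) in 100 mM sodium acetate pH 7 with 20 uM heparin, 6 hr at 37 C. ThT 30 uM added, 1 hr ambient; Alexa 594 FP and total fluorescence read at 555/632 nm.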
ALDH1A1 inh = qHTS Assay for Inhibitors of Aldehyde Dehydrogenase 1 (ALDH1A1); Aldehyde dehydrogenase 1A1 (Homo sapiens), P00352; Potency, µM (series often up to 75.3 µM), without a hit: at the top dose activity, negative = inhibition, usual class: inhibitors; Purified ALDH1A1, NADH fluorescence, propionaldehyde substrate; 220,000 tested, 7.3% active; active = well fitted inhibition curve with a large enough effect, not every such curve was filed as active; inconclusive = small, poorly fitted or top-dose-only effect, or another doubt; inactive = no such curve, though single readings can be large or run the other way;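 note: plate controls were no enzyme wells and a reference inhibitor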
* marks the source's active call; other numbers are inactive results; [ ] = another dose, or the depositor's remark. Unless noted, calls come from the whole dose curve; as a rule, active = well fitted curve in the direction sought with a large enough effect; inconclusive = small, poorly fitted or top-dose-only effect, or another doubt; inactive = no such curve, though single readings can be large; an effect the other way counts as inactive or inconclusive. Potency is the fitted concentration of half-maximal effect. Some of the compounds tested. The share of hits here may be higher or lower than overall.

`COc1ccccc1C1=NOC(Cn2c(NCCOCCO)nc3c2c(=O)n(C)c(=O)n3C)C1` (stereo unspecified) gave GAA spleen mod 7%, NPSR antagonist 7%, Epigenetic derep 2.0%, GLA spleen mod 3%, GAA glycogen 1% and Tau fluor counter -15%.
`O=C(CNC(=O)c1ccccc1Br)N/N=C/c1ccccc1O` gave GAA spleen mod 4%, NPSR antagonist -1%, GAA inh 6%, Epigenetic derep -2.9%, GLA spleen mod 7%, GAA glycogen 6%, Tau fluor counter 6% and ALDH1A1 inh -12%.
Screening CC(C)C(O)(C#CCN1CCCCC1)c1ccccc1 (stereo unspecified) returned GAA spleen mod -4%, NPSR antagonist -1%[46.1 µM], GAA inh -3%, Epigenetic derep -1.0%, GLA spleen mod 1%, GAA glycogen 0%, Tau fluor counter 6% and ALDH1A1 inh 8%.
For CCOC(=O)c1c(C)[nH]c(C(=O)COC(=O)COc2ccccc2C=O)c1C the results were GAA spleen mod -9%, NPSR antagonist 20%, GAA inh 7%, Epigenetic derep -1.1%, GLA spleen mod -7%, GAA glycogen 3%, Tau fluor counter 2% and ALDH1A1 inh inconclusive.
O=C(c1cccc(C(F)(F)F)c1)C1CCCN(Cc2cccc(OCCO)c2)C1 (stereo unspecified) was read as GAA spleen mod 8%, NPSR antagonist 13%, Epigenetic derep 4.8%, GLA spleen mod 8%, GAA glycogen 12%, Tau fluor counter -4% and ALDH1A1 inh -1%.
Cc1ccc(C(=O)NC(=S)Nc2cccc(NC(=O)c3ccccc3Cl)c2)cc1[N+](=O)[O-] was read as GAA spleen mod 6%, NPSR antagonist -12%, GAA inh 2%, Epigenetic derep 0.0%, GLA spleen mod 3%, GAA glycogen -10%, Tau fluor counter -25% and ALDH1A1 inh 13µM*.
Screening C/C(CC(=O)Nc1cc(Cl)ccc1C)=N\NC(N)=O returned GAA spleen mod 3%, NPSR antagonist -26%, GAA inh -8%[15.4 µM], Epigenetic derep -3.0%, GLA spleen mod 6%, GAA glycogen -15%, Tau fluor counter -6% and ALDH1A1 inh 7%.
CCC(C)[C@H](NC(=O)N1CCC(C)CC1)C(=O)OC (stereo partly specified) was read as GAA spleen mod 3%, NPSR antagonist -10%, GAA inh -12%, Epigenetic derep -0.3%, GLA spleen mod 0%, GAA glycogen 3%, Tau fluor counter 3% and ALDH1A1 inh 5%.
Screening C/C(=N\NC(=O)c1cc(C(C)C)[nH]n1)c1ccco1 returned GAA spleen mod 16%, NPSR antagonist -9%[46.1 µM], GAA inh -4%, Epigenetic derep 1.3%, GLA spleen mod 19%, GAA glycogen -2%, Tau fluor counter 2% and ALDH1A1 inh 3%.
`O=C(Nc1ccccc1F)C1CC1c1ccccc1` (stereo unspecified) gave GAA spleen mod 6%, NPSR antagonist 7%, GAA inh -6%, Epigenetic derep 1.3%, GLA spleen mod 1%, GAA glycogen 4%, Tau fluor counter -5% and ALDH1A1 inh 7%.
O=C(NC(Cc1ccccc1)C(=O)O)/C(=C\c1ccccc1F)NC(=O)c1ccccc1 (stereo unspecified) was read as GAA spleen mod 7%, NPSR antagonist -2%, GAA inh -2%, Epigenetic derep 0.1%, GLA spleen mod -1%, GAA glycogen -10%, Tau fluor counter -10% and ALDH1A1 inh 9%.
CC(C)NCCCCOc1ccc(Br)cc1Cl was read as GAA spleen mod -1%, NPSR antagonist inconclusive, GAA inh -2%, Epigenetic derep -0.1%, GLA spleen mod -14%, GAA glycogen -17%, Tau fluor counter -7% and ALDH1A1 inh -10%.
For CCNC(=S)Nc1ccc(N(c2ccccc2)C(C)C)cc1 the results were GAA spleen mod 0%, NPSR antagonist -15%[46.1 µM], GAA inh inconclusive, Epigenetic derep -1.0%, GLA spleen mod -5%, GAA glycogen -5%, Tau fluor counter inconclusive and ALDH1A1 inh inconclusive.
`O=C(NC(c1ccccc1)C(Cl)Cl)c1ccccc1` (stereo unspecified) gave GAA spleen mod -4%, NPSR antagonist -6%, GAA inh -12%, Epigenetic derep 0.9%, GLA spleen mod 0%, GAA glycogen 10%, Tau fluor counter -4% and ALDH1A1 inh -9%.
For CSc1ccccc1NC(=O)c1ccncc1 the results were GAA spleen mod -6%, NPSR antagonist inconclusive, GAA inh 1%, Epigenetic derep 0.0%, GLA spleen mod -2%, GAA glycogen -3%, Tau fluor counter -1% and ALDH1A1 inh -10%.
For O=C(Nc1ccc(OC(F)F)c(Cl)c1)C(c1ccccc1)c1ccccc1 the results were GAA spleen mod 2%, NPSR antagonist -16%[46.1 µM], GAA inh -9%, Epigenetic derep 0.0%, GLA spleen mod 7%, GAA glycogen -11%, Tau fluor counter inconclusive and ALDH1A1 inh 14µM*.
`COc1ccc(S(=O)(=O)N2CCC(N3CCN(c4ccccc4OC)CC3)CC2)cc1` gave GAA spleen mod -5%, NPSR antagonist -16%, Epigenetic derep -0.3%, GLA spleen mod -1%, GAA glycogen 6% and Tau fluor counter -1%.
Screening Cc1nn2c(-c3ccc(Cl)cc3)ccnc2c1-c1ccccc1 returned GAA spleen mod 0%, NPSR antagonist inconclusive, GAA inh 3%, Epigenetic derep 0.8%, GLA spleen mod 8%, GAA glycogen 5%, Tau fluor counter -7% and ALDH1A1 inh 1%.
For COc1cc(Br)cc(CN2CCN(C/C=C/c3ccccc3)CC2)c1O the results were GAA spleen mod -5%, NPSR antagonist -11%[46.1 µM], GAA inh -12%, Epigenetic derep -1.7%, GLA spleen mod 4%, GAA glycogen inconclusive, Tau fluor counter -14% and ALDH1A1 inh 3%.
Screening CNC(=O)NC1CCCCc2sccc21 (stereo unspecified) returned GAA spleen mod -1%, NPSR antagonist -10%[46.1 µM], GAA inh -3%, Epigenetic derep 3.9%, GLA spleen mod -5%, GAA glycogen -2%, Tau fluor counter -3% and ALDH1A1 inh -1%.

Reprinted from the part before: three compounds, then new ones.
Screening Cc1nn2c(-c3ccc(Cl)cc3)ccnc2c1-c1ccccc1 returned GAA spleen mod 0%, NPSR antagonist inconclusive, GAA inh 3%, Epigenetic derep 0.8%, GLA spleen mod 8%, GAA glycogen 5%, Tau fluor counter -7% and ALDH1A1 inh 1%.
For COc1cc(Br)cc(CN2CCN(C/C=C/c3ccccc3)CC2)c1O the results were GAA spleen mod -5%, NPSR antagonist -11%[46.1 µM], GAA inh -12%, Epigenetic derep -1.7%, GLA spleen mod 4%, GAA glycogen inconclusive, Tau fluor counter -14% and ALDH1A1 inh 3%.
Screening CNC(=O)NC1CCCCc2sccc21 (stereo unspecified) returned GAA spleen mod -1%, NPSR antagonist -10%[46.1 µM], GAA inh -3%, Epigenetic derep 3.9%, GLA spleen mod -5%, GAA glycogen -2%, Tau fluor counter -3% and ALDH1A1 inh -1%.
`CC(C)[C@H](NS(=O)(=O)c1ccc2c(c1)OCCO2)C(=O)OCC(=O)Nc1ccccc1` gave GAA spleen mod -7%, NPSR antagonist 4%, GAA inh 1%, Epigenetic derep 0.0%, GLA spleen mod -10%, GAA glycogen -9%, Tau fluor counter -12% and ALDH1A1 inh -7%.
For Cc1cccc(NC(=O)CSc2nc3c(oc4ccccc43)c(=O)n2-c2ccccc2)c1 the results were GAA spleen mod 0%, NPSR antagonist -7%, GAA inh 4%, Epigenetic derep -1.0%, GLA spleen mod 1%, GAA glycogen 9%, Tau fluor counter -15% and ALDH1A1 inh inconclusive.
O=C(C1CCCN(S(=O)(=O)c2cccnc2)C1)N1CCN(c2ccccn2)CC1 (stereo unspecified) was read as GAA spleen mod -4%, NPSR antagonist 9%, GAA inh 2%, Epigenetic derep -0.9%, GLA spleen mod -2%, GAA glycogen 10%, Tau fluor counter -11% and ALDH1A1 inh inconclusive.
For CCN(CC)S(=O)(=O)N1CCC(C(=O)NCC2COc3ccccc3O2)CC1 (stereo unspecified) the results were GAA spleen mod 6%, NPSR antagonist -3%[46.1 µM], GAA inh 4%, Epigenetic derep -0.8%, GLA spleen mod 5%, GAA glycogen 2%, Tau fluor counter 2% and ALDH1A1 inh 2.5µM*.
COc1cc(/C=N/NC(=O)CSc2nc3ccccc3n2C)cc(OC)c1OC was read as GAA spleen mod 9%, NPSR antagonist 8%, GAA inh 0%, Epigenetic derep 1.3%, GLA spleen mod 10%, GAA glycogen 3%, Tau fluor counter 2% and ALDH1A1 inh 7%.
C/C(N)=C(/C#N)C(=O)COC(=O)Cc1coc2cc(C)ccc12 was read as GAA spleen mod -5%, NPSR antagonist 8%, GAA inh -4%, Epigenetic derep -1.9%, GLA spleen mod -4%, GAA glycogen -5%, Tau fluor counter -20% and ALDH1A1 inh 0%.
Screening COCCNC(=O)C(c1cccs1)N(C(=O)Cn1nnc2ccccc21)c1cccc(C)c1 (stereo unspecified) returned GAA spleen mod 6%, NPSR antagonist -23%[46.1 µM], GAA inh -7%, Epigenetic derep 0.7%, GLA spleen mod 8%, GAA glycogen 3%, Tau fluor counter -1% and ALDH1A1 inh 1%.
For CC(C)CCNC(=O)CCCOc1ccccc1 the results were GAA spleen mod -7%, NPSR antagonist -7%[46.1 µM], GAA inh -3%, Epigenetic derep 0.8%, GLA spleen mod -5%, GAA glycogen -9%, Tau fluor counter -8% and ALDH1A1 inh 7%.
`CN1CCN(C(=S)Nc2cc([N+](=O)[O-])ccc2Cl)CC1` gave GAA spleen mod -7%, NPSR antagonist 4%, GAA inh -3%, Epigenetic derep -1.1%, GLA spleen mod 0%, GAA glycogen 1%, Tau fluor counter -4% and ALDH1A1 inh 20µM*.
`Cc1ccc(SCCN)cc1C` gave NPSR antagonist 12%, GAA inh inconclusive, Epigenetic derep 1.1%, GLA spleen mod 5%, GAA glycogen -2%, Tau fluor counter -1% and ALDH1A1 inh 7%.

Bioassay records as filed in PubChem.
